Screening data: PubChem, National Center for Advancing Translational Sciences (NCATS)
TDP1 block – TDP1 (human) enzyme inhibition | AID 485290 | 0.28% of 350,000 active | Potency, µM (top dose mostly 130 µM), for the others: at the top dose activity change, negative = inhibition, usual class: inhibitors | recombinant TDP1, AlphaScreen DNA substrate cleavage; note: nearly all actives have a fitted effect of over 40% in size
Target sequence (Q9NUW8 whole entry, looked up): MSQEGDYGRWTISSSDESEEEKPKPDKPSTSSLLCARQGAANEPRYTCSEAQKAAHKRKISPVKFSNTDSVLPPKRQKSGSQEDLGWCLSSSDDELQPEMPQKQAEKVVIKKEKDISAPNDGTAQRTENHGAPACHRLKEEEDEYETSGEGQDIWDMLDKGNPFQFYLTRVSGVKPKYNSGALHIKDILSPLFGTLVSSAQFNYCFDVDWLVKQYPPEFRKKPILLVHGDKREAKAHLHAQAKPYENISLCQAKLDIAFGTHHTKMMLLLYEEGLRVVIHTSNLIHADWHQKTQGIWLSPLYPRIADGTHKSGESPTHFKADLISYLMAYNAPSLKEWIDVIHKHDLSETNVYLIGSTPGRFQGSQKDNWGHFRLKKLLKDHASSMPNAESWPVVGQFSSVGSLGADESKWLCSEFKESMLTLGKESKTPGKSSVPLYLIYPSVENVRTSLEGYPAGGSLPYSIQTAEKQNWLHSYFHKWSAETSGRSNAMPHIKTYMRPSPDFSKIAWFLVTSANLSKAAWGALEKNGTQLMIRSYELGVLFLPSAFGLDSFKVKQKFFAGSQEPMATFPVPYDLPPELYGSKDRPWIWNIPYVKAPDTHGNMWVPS
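Enzyme-compound mixtures sat 15 min at room temperature, followed by a 5 min reaction with 15 nM final substrate and 10 min with AlphaScreen beads. Recombinant human Tdp1 was used at 1 nM final.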
TDP1 cell CPT – growth inhibition of DT40 Tdp1-/-;hTDP1 cells with camptothecin (screen for TDP1 inhibitors) | chicken DT40 Tdp1-/-;hTDP1 cells + 20 nM CPT, ATP luminescence, 48 h | Potency, µM (series often up to 46.2 µM), for inactives: top-dose activity change, negative = growth inhibition, usual class: inhibitors | 12% of 420,000 active | AID 686979; note: nearly all actives have a fitted effect of over 55% in size
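Cell growth measured by CellTiter-Glo luminescence after a minimum 48 h, 37 C compound exposure with 20 nM CPT in Tdp1-knockout DT40 cells stably expressing hTDP1, seeded 400/well; qHTS titration format.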
TDP1 cell noCPT – qHTS for Inhibitors of human tyrosyl-DNA phosphodiesterase 1 (TDP1): qHTS in cells in absence of CPT; Potency, µM (highest dose often 46.2 µM), for the others: at the top dose activity change, negative = growth inhibition, actives largely listed as inhibitors; DT40 Tdp1-/- hTDP1 cells, no CPT, ATP luminescence, 48 h; 15% of 420,000 active; note: nearly all actives have a fitted effect of over 55% in size
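Compound effects on proliferation are scored in DT40 Tdp1-/-;hTDP1 cells in the absence of CPT. ATP levels (CellTiter-Glo luminescence) are recorded after a ≥48 hr, 37 °C incubation.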
Active calls of the source: *; u = inconclusive; x = not tested or not shown; & = joins results of further samples; ! = not confirmed by another sample; [ ] = another dose, or the depositor's remark. Calls come from the whole dose curve; as a rule, active = well fitted curve in the direction sought with a large enough effect; inconclusive = small, poorly fitted or top-dose-only effect, or another doubt; inactive = no such curve, though single readings can be large; an effect the other way counts as inactive or inconclusive. % is set by controls: 0 for no effect and ±100 for the full control effect; potency is the fitted concentration of half-maximal effect.

Structure	TDP1 cell noCPT	TDP1 block	TDP1 cell CPT
Cc1nc2ccccc2c(=O)n1-c1ccc(Br)cc1[N+](=O)[O-]	u	1.2%	u
COC(=O)C1=C(c2cc3ccccc3s2)C[C@@H]2CC[C@H]1N2C(=O)NCCCOC(C)C	18.4µM*	x	18.4µM*
O=S(=O)(c1cc(Cl)cc(Cl)c1)N1Cc2cc(N3CCOCC3)ccc2-n2nncc2C1	u	x	u
CC(C)CCCC(C)C1CCC2C3CC(=O)[C@H]4CC(O)CC[C@]4(C)C3CC[C@@]12C (stereo partly specified)	u	-4.5%[56.1 µM]	u
C(#CCN1CCCCC1)CN1CCCCC1	10.7%	x	14.0%
CCOC(=O)c1ccccc1C(=O)OCC	-0.1%&1.3%	-2.1%&9.3%&-0.8%	3.8%&11.3%
Cc1cc(OCC(=O)N[C@@H](Cc2ccccc2)C(=O)O)c2c3c(c(=O)oc2c1)CCCC3	12.7%	x	-18.3%
CCC(=NCCO)c1c(O)n(-c2ccccc2)c(=O)[nH]c1=O	-11.7%	4.7%	1.8%
O=C(O)c1c[nH]c2ccc(S(=O)(=O)N(CCCl)CCCl)cc12	-1.7%	5.7%	-5.4%
CCn1c(C)c(C(=O)Nc2ccc(OC)cc2)c2cc(OC)ccc21	u	x	-20.1%
COc1ccc(C(=O)Oc2cccc3cccnc23)cc1S(=O)(=O)N1CCOCC1	3.26µM*	0.0%	u
O=C1NC(=O)C(=Cc2cc3c(cc2[N+](=O)[O-])OCO3)C(=O)N1	u	-2.5%	-3.4%
C=CCN1CCCC1CNC(=O)c1cc2[nH]nnc2cc1OC (stereo unspecified)	u	x	0.1%
N#C/C(=C\c1ccc(O)cc1)C(=O)O	4.8%&-8.1%	12.4%[56.1 µM]	3.4%&2.8%
CCOC(=O)c1ccc(NC(=O)CSc2ccc(-c3cccnc3)nn2)cc1	u	5.3%	u
Cc1[nH]c2ccc(OC(F)(F)F)cc2c1CCNCc1cccc([N+](=O)[O-])c1	13µM*	x	u
Cc1ccccc1-n1c(CF)nc2ccc(N)cc2c1=O	-23.4%	x	-28.0%
Cc1ccc(-c2nc3ccccc3c(=O)n2-c2nccs2)cc1	-29.8%	5.9%	-23.0%
c1ccc(N2CC[C@@]3(CCCNC3)C2)cc1	u	x	u
COc1cccc(NP(=O)(Oc2ccc(Cl)cc2)Oc2ccc(Cl)cc2)c1	23.1µM*	-5.5%	u
O=C1CN=C(c2cccs2)c2c(sc3c2CCCC3)N1	u	6.2%	16.4µM*
COC(=O)C1=C(c2ccc(Cl)c(C(F)(F)F)c2)C[C@@H]2CC[C@H]1N2C(=O)NCCNC(C)=O	u	-1.9%	-21.2%
COC(=O)c1c(NC(=O)C2CC=CCC2C(=O)O)sc2c1CCCCC2 (stereo unspecified)	u	x	-22.8%
COC(=O)C1=CO[C@@H](C)[C@@H]2CN3CC[C@]4(C(=O)Nc5c4ccc(OC)c5OC)[C@H]3C[C@H]12	-7.5%[9.04 µM]	8.1%	7.9%[9.04 µM]
CC[C@H]1CN2CCC1C[C@H]2[C@H](O)c1ccnc2ccc(OC)cc12 (stereo partly specified)	u	x	-29.6%
Cc1ncsc1CCCl	-28.2%&-0.9%	-8.5%	-6.5%&0.5%
COc1c2c(cc3c1OCO3)CC[N+](C)=C2	-12.4%[9.04 µM]	1.2%	-26.2%[9.04 µM]
c1cncc(CNc2cc(-c3ccc4c(c3)OCO4)ncn2)c1	u	-9.7%[56.1 µM]	7.2%
O=[N+]([O-])c1ccc(N2CCCC2)c2ncccc12	4.4%	7.9%	-9.8%
O=C1/C(=C\c2ccccc2)C2OCC=C3CN4CCC56c7ccccc7N1C5C2C3CC46 (stereo unspecified)	u	x	20.6µM*
Cc1cc(C)cc(Oc2nc3ccccn3c(=O)c2/C=C(\C#N)c2nc3ccccc3s2)c1	9.2µM*	3.2%	u
COc1ccc(CCNC(=O)CCc2c(C)nc3c(-c4ccc(F)cc4)c(C)nn3c2C)cc1OC	11.6µM*	6.9%	8.2µM*
Cc1ncc(CNC(=O)N(CCCl)N=O)c(N)n1	u	5.2%&9.0%[56.1 µM]	20.6µM*!
O=C(NC(=O)c1c(F)cccc1F)Nc1ccc(Cl)cc1	-6.6%	1.8%	-8.8%
O=c1c2ccccc2nc(C[n+]2ccccc2)n1-c1cccc(C(F)(F)F)c1	-3.2%	0.0%	23.5%
O=C(O)c1ccccc1-c1c2cc(Br)c(=O)cc-2oc2[c]([Hg])c(O)c(Br)cc12	0.581µM*	24.9%	1.46µM*
COc1ccc(-n2c(O)c(/C(C)=N/N3CCCCCC3)c(=O)[nH]c2=O)cc1	-22.0%	-3.9%	13.4%
CN1CCN(c2ncc3ncc(=O)n(C)c3n2)CC1	23.5%	x	-8.8%
O=C(O)Cc1cnc[nH]1	-12.2%&-9.5%&-0.9%	2.8%[56.1 µM]	6.3%&0.7%&-0.1%
Brc1ccc2[nH]cc(C=NN3CCCCCC3)c2c1	13µM*	x	23.1µM*
C1CNC2NCCNC2N1 (stereo unspecified)	7.9%	3.0%	-1.0%
O=C(CNC1CCCCC1)N1CCC2(CC1)OCCO2	-3.4%	-5.1%	-25.9%
CC1CN(c2ccccc2)NC1=O (stereo unspecified)	u	-3.5%	13µM*
CC1CN2C(=O)C1(c1ccccc1)C(=O)NC2=S (stereo unspecified)	-19.8%	x	-8.3%
O=P(C(Cl)Cl)(N1CCCCC1)N1CCCCC1	4.3%	4.7%	-3.0%
Cc1ccc(-n2c(C)cc(/C=C3/C(=O)NC(=O)N(C)C3=O)c2C)cc1	-15.5%	5.8%	-20.2%
Cc1cc(OCC(=O)N2CCN(CC(=O)N3CCOCC3)CC2)c(C(C)C)cc1Cl	u	-1.8%	-23.6%
COC(=O)C1=C(c2cccc(OCc3ccccc3)c2)C[C@@H]2CC[C@H]1N2C(=O)NCc1cccc(C(F)(F)F)c1	16.4µM*	-0.1%	20.6µM*
COc1cc(C)c(-c2nc(CN3C[C@@H]4C[C@@H](C3)c3cccc(=O)n3C4)c(C)o2)cc1C	u	x	u
O=C(COc1ccccc1)c1cn(Cc2ccccc2)c2ccccc12	u	0.0%	u
CN(N=Cc1ccc([N+](=O)[O-])cc1)c1ccccn1	u	x	u
CNC1(c2ccccc2Cl)CCCCC1=O (stereo unspecified)	-11.3%&-18.5%&3.5%	4.3%	12.6%&12.7%&8.7%
COC(=O)C(Cc1ccc(N(CCCl)CCCl)cc1)N=Cc1ccccc1O (stereo unspecified)	0.082µM*	2.7%	0.116µM*
ClCCN(CCCl)c1ccc(-n2cnc3c(Cl)ncnc32)cc1	6.51µM*	x	6.51µM*
NNC(=O)CN1C(=O)CN=C(c2ccccc2)c2cc(Br)ccc21	-8.7%	5.6%	1.9%
O=C(N/N=C/c1c(O)n(CCc2ccccc2)c(=O)[nH]c1=O)c1ccccc1O	-19.7%	10.3%	-25.9%
CN1CCc2cc(Cl)c(O)cc2[C@H]2c3ccccc3CC[C@@H]21	u	6.3%	u
COc1ccccc1CC(=O)Nc1ccc2c(c1)OC1(CCCC1)O2	u	5.9%	u
CC(C)(O)/C=C/C(=O)C(C)(O)C1C(O)CC2(C)C3CC=C4C(C=C(O)C(=O)C4(C)C)C3(C)C(=O)CC12C (stereo unspecified)	0.0164µM*	x	0.0366µM*
C[C@]12CC[C@H]3[C@@H](CCC4=C(O)C(=O)CC[C@@H]43)[C@@H]1CC[C@@H]2OC(=O)CCC1CCCC1	-21.5%	x	-5.6%

Reformatted with values under each structure: part of the list above
Sequence of screens – TDP1 cell noCPT, TDP1 block, TDP1 cell CPT
O=C(NC(=O)c1c(F)cccc1F)Nc1ccc(Cl)cc1
 : -6.6%, 1.8%, -8.8%
O=c1c2ccccc2nc(C[n+]2ccccc2)n1-c1cccc(C(F)(F)F)c1
 : -3.2%, 0.0%, 23.5%

Compound profiles, as listed above. Screens in order: TDP1 cell noCPT, TDP1 block, TDP1 cell CPT
O=C(CNC1CCCCC1)N1CCC2(CC1)OCCO2 is entered as -3.4%, -5.1%, -25.9%
CC1CN(c2ccccc2)NC1=O (stereo unspecified) is entered as u, -3.5%, 13µM*

Other entries follow:
Structure	TDP1 cell noCPT	TDP1 block	TDP1 cell CPT
O=c1[nH]c(=O)n(-c2ccc(Cl)cc2)c(O)c1C=Nc1ccc(S(=O)(=O)Nc2nccs2)cc1	4.4%	-1.9%	-6.2%
O=C(COc1ccccc1)N1CCN(CC(O)COc2ccccc2)CC1 (stereo unspecified)	-15.6%	2.4%	1.0%
COC(=O)[C@@H]1N=C(c2ccc(OC)cc2)O[C@]12C(=O)N(Cc1ccccc1)c1ccccc12	u	x	u
Cc1cccn2c(=O)c3c(nc12)N1CCCCCC1C1(C3)C(=O)N(C)C(=O)N(C)C1=O (stereo unspecified)	u	-2.6%	15.0%
CCN1CCN(S(=O)(=O)c2cnc(Cl)c(Br)c2)CC1	u	0.0%	u
NC(N)=N/N=C/c1ccc(N(c2ccccc2)c2ccccc2)cc1	18.4µM*	x	16.4µM*
Cc1ccc(NC(=O)C2CCCN2S(=O)(=O)c2ccc3c(c2)CCCC(=O)N3)cc1Cl (stereo unspecified)	u	2.6%	16.4µM*
CCOc1cc(C2C(C#N)=C(N)Oc3c2c(=O)oc2ccccc32)ccc1OC(=O)c1cccs1 (stereo unspecified)	-18.7%	2.3%	-5.8%
C[C@]12CCC3C(CC[C@H]4[C@H](O)[C@H](O)CC[C@]34C)C1CCC2=O (stereo partly specified)	13µM*	x	16.4µM*
COc1ccc(S(=O)(=O)N(C)C[C@H]2Oc3c(NC(=O)NC4CCCCC4)cccc3C(=O)N([C@H](C)CO)C[C@@H]2C)cc1	u	1.0%	u
O=C1C2CCCN2C(c2ccc(Cl)cc2)N1c1ccccn1 (stereo unspecified)	-4.6%	4.0%	-3.7%
CNCc1ccccc1	u	10.8%	1.9%
CN1CCCN(C(=O)COc2ccc(F)cc2F)CC1	15.5%	-0.2%	18.0%
CCc1nc2ccc(Br)cc2c(=O)n1-c1ccccc1C(F)(F)F	-18.8%	x	-19.3%
COc1ccc(OC)c2c1CCC1NCCOC21 (stereo unspecified)	-8.2%	8.0%	-2.4%
COC(=O)N1C(c2ccccc2)C1c1ccccc1 (stereo unspecified)	u	1.2%	1.3%
Cn1c(O)c(/C=N/N2CCOCC2)c(=O)[nH]c1=S	-8.6%	4.1%	19.8%
CC(=O)NS(=O)(=O)c1ccc(NC(=O)c2cccn(Cc3ccc(Cl)cc3)c2=O)cc1	-3.0%	4.4%	-14.7%
CC(C)c1ccc(NC(=O)C2CCC(CNS(=O)(=O)c3ccc4c(c3)CCCC(=O)N4)CC2)cc1 (stereo unspecified)	16.4µM*	-2.6%	13µM*
C=CCOC(=O)C1=C(C)OC(N)=C(C#N)[C@@]12C(=O)N(CC(N)=O)c1ccccc12	0.4%	2.0%	-14.3%
O=C(/C=C/c1ccccc1)N1Cc2ccccc2-n2nncc2C1	u	x	-19.3%
C[C@]12CC[C@H]3[C@@H](CC[C@@]45O[C@@H]4C(O)=C(C#N)C[C@]35C)[C@@H]1CC[C@@H]2O	u	x	-23.8%
C/C(=N\N1CCCCCC1)c1c(O)n(-c2ccccc2)c(=O)[nH]c1=O	-29.6%	11.3%	-9.1%
O=C(C(=C1N(Cc2ccc(Cl)nc2)CCN1Cc1ccc(Cl)nc1)[N+](=O)[O-])C(Cl)Cl	16.4µM*	x	u
O=[N+]([O-])c1ccccc1CNCCc1c[nH]c2ccccc12	-10.4%	x	1.9%
C[C@]12CCC3C(CCC4=C/C(=N/OCC(=O)NC(CCC(=O)O)C(=O)O)CC[C@@]43C)C1CCC2O (stereo partly specified)	-3.7%	x	6.3%
c1csc(CN2CC[C@@]3(CCCNC3)C2)n1	-11.8%	x	1.0%
COc1cc(N2CCOCC2)ccc1/C=C1\C(=O)NC(=O)N(Cc2ccc3c(c2)OCO3)C1=O	1.1%	-5.3%	-7.8%
O=C1NC(=O)C(=Cc2ccc(OCC(=O)N3CCOCC3)cc2)C(=O)N1	-10.4%	-8.0%	-7.9%
O=C(Nc1ccon1)c1cccn(Cc2ccccc2)c1=O	u	0.0%	-11.0%
CCCC/C(C)=C/[C@@H](NP(=O)(c1ccccc1)c1ccccc1)c1ccccc1	16.4µM*	1.3%&4.5%	u

Some of the compounds tested. The share of hits here may be higher or lower than overall.
